# Avidin bead fluor: compound fluoresces at 488/530 nm on avidin beads; fluorescence (KMESF) at 10 µM; compound fluorescence 488/530 nm, flow cytometry; active compounds read high; actives 0.38% (n = 220,000); in the data active = fluorescence above about 47; also: inactives centre near 10
# Rab2A wt mod: changes GTP binding to wildtype dog Rab2A, up or down; GST-Rab2 wt beads, Bodipy-GTP binding, flow cytometry; actives 0.19% (n = 190,000); P61105; GTP binding activity, % at 10 µM;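 active = GTP binding activity at least 20 points away from 100%, either lowered or raised; inconclusive = signal likely due to the compound's own green fluorescence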;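 also: 0% = beads with excess unlabeled GTP and 100% = no-compound control corrected for plate trend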
# Rac1 wt GTP bind: modulators of human Rac1 wildtype GTP binding. GTP binding activity (% of control), % at 10 µM. GST-Rac1 beads, fluorescent GTP binding, flow cytometry; actives lie on both sides; 0 = cold GTP competed, 100 = untreated. AID 757. P63000. actives 0.27% (n = 190,000);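 active = GTP binding activity at least 20 points away from the 100% control level, either lower or higher; inconclusive = compound flagged as likely green fluorescent, judged across all proteins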
# Pf gamet viab: kills late stage P. falciparum gametocytes; P. falciparum stage V gametocytes, ATP luminescence, 24 h; inhibition, % at 10.9 µM; actives 0.065% (n = 150,000); AID 743093;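 active = inhibition above the mean plus 3 SD of compounds within the control limits, set per campaign, cut at about 38% in these data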;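 also: 0% = DMSO wells and 100% = medium only without gametocytes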
# Mcl1 Noxa PPI: Mcl-1/Noxa interaction inhibition; Q07820; TR-FRET Mcl-1/Noxa peptide binding, 2 h; inhibition, % at 21.7 µM; actives 1.5% (n = 220,000);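 active = compounds that cut the protein-peptide binding signal by more than 50% relative to plate controls in a single-dose test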;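 also: His-tagged Mcl-1 with rhodamine Noxa BH3 peptide and terbium anti-His antibody; 0% = Mcl-1 plus Noxa peptide wells and 100% = peptide-only wells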
# Target sequence (Q07820 whole entry, looked up): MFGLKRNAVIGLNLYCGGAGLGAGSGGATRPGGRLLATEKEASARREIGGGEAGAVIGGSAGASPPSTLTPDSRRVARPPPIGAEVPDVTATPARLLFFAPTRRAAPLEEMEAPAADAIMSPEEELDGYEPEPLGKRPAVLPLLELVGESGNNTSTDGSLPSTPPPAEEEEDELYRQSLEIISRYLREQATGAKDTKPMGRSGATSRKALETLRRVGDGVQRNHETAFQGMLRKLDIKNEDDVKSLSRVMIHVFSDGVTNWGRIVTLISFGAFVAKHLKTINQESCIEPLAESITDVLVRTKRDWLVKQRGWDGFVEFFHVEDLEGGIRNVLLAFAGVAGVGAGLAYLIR
# Cdc42 wt: changes GTP binding to wildtype human Cdc42; GST-Cdc42 beads, Bodipy-GTP binding, flow cytometry; actives lie on both sides; actives 0.2% (n = 190,000); percent activity (GTP binding), % at 10 µM; P60953;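 active = percent activity GTP binding at least 20 points away from the 100% baseline, either down as inhibitor or up as activator; inconclusive = compound flagged as likely green fluorescent from well-wide comparison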;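 also: median bead fluorescence of bound Bodipy-FL-GTP at 100 nM; 0% = excess unlabeled GTP control and 100% = no compound control; below 100% means less GTP binding so inhibitor and above means activator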
# Rac1 mut GTP: alters GTP binding to activated mutant human Rac1; percent activity (GTP binding), % at 10 µM; AID 764; P63000; actives 0.11% (n = 190,000); GST-Rac1 activated beads, fluorescent GTP binding, flow cytometry; actives lie on both sides; 100% means binding = to untreated wells;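 active = GTP binding at least 20 percentage points away from the 100% baseline, in either direction, so actives lie on both sides; inconclusive = Compound likely fluorescent itself, or too few beads counted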
# HRas wt GTP: human HRas wildtype GTP binding, change in either direction. GTP binding activity, % at 10 µM. actives 0.14% (n = 190,000). AID 759. GST-Ras wt beads, Bodipy-FL-GTP binding, flow cytometry; actives lie on both sides. P01112;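 active = GTP binding activity at least 20% away from the 100% baseline, either lowered as inhibitor or raised as activator; inconclusive = flagged as likely green fluorescent, judged across all proteins in the well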;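 also: 0% = unlabeled GTP competition control and 100% = no-compound control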
# ABCB1 inh: blocks JC-1 efflux by human ABCB1 transporter. P08183. CCRF-Adr cells, flow cytometry. actives 0.067% (n = 190,000). inhibition, % at 6.6 µM. AID 1326; in the data active = inhibition above about 40%;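 also: 0% = vehicle and 100% = reference inhibitor; higher value means more JC-1 retained so stronger ABCB1 efflux block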
# ABCG2 block: blocks JC-1 efflux by human ABCG2 transporter; Q9UNQ0; IgMXP3 cells, flow cytometry; inhibition, % at 6.6 µM; actives 0.1% (n = 190,000); AID 1325;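 active = inhibition above 80%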;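 also: 0% = DMSO and 100% = nicardipine control wells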
# Target sequence (Q9UNQ0 whole entry, looked up): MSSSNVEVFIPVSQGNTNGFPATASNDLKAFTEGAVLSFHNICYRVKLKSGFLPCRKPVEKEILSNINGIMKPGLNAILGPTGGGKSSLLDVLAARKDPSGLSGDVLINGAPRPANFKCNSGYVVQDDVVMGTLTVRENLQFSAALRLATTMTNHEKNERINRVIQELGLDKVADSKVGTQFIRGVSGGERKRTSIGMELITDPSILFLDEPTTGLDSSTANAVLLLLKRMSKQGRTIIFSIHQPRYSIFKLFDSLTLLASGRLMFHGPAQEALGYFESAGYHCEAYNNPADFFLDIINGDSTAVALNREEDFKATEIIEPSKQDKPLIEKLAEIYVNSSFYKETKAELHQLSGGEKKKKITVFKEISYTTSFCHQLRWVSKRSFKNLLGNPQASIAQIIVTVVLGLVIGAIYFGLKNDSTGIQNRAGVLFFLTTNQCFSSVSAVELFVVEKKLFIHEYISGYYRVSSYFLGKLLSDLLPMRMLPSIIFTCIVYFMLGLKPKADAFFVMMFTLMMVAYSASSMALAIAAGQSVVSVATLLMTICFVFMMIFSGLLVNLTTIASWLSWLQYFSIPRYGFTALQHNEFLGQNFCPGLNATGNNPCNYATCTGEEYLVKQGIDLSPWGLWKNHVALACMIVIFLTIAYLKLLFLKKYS
#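 Test system: IgMXP3 cells (ABCG2) mixed with DDAO far-red-labelled CCRF-Adr cells (ABCB1). Reagent: JC-1 transporter substrate. Compound dosing: single test compound dose, 6.6 µM final. Times: 10 min compound exposure, 25 °C. Detection: flow cytometry of retained JC-1 fluorescence. Read-out basis: efflux inhibition in percent versus controls. Controls: nicardipine and DMSO wells.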
# Rab7 wt GTP bind: modulators of GTP binding to dog Rab7 wildtype GTPase | GTP binding activity (percent of control), % at 10 µM | actives 0.055% (n = 190,000) | GST-Rab7 beads, fluorescent GTP binding, flow cytometry; actives lie on both sides; untreated = 100%, excess cold GTP = 0% | AID 758;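 active = fluorescent GTP binding to Rab7 beads changed by at least 20 points from the 100% baseline, either direction, mostly lower; inconclusive = compound itself probably fluorescent, or too few beads counted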;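 also: median green fluorescence of bound Bodipy-FL-GTP per Rab7 bead population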
# Starred values were filed as active, the others as inactive; ? = inconclusive; . = no result given; + = active, no number.
SMILES,Avidin bead fluor,Rab2A wt mod,Rac1 wt GTP bind,Pf gamet viab,Mcl1 Noxa PPI,Cdc42 wt,Rac1 mut GTP,HRas wt GTP,ABCB1 inh,ABCG2 block,Rab7 wt GTP bind
Cc1ccc(Cl)cc1N1CCN(C(CC(C)C)c2nnnn2CC2CCCO2)CC1 (centres undefined),18,102,104,-1,-7,103,99,100,4.0,20,101
COc1ccc(NC(=O)CN2CCN(C3c4ccccc4-c4ccccc43)CC2)c(OC)c1,36,101,104,3,3,100,100,103,22,76,104
COc1ccc(-n2c(SCC(N)=O)nc3nc4c(cc3c2=O)COC(C)(C)C4)cc1,17,98,103,10,9,101,99,99,0.7,2,97
Cc1ccc(-c2nc(NCc3ccc(F)cc3)n(S(C)(=O)=O)n2)cc1,7,98,91,14,5,96,94,94,0.9,7,100
O=C1CCC(C(=O)OCC(=O)c2c[nH]c3ccccc23)=NN1,5,96,103,.,1,97,98,99,0.5,16,99
Cc1cccc(-n2c3nc(=O)[nH]c(=O)c-3cc3cc([N+](=O)[O-])ccc32)c1,4,94,95,2,1,95,95,95,0.6,7,98
CC1(C)CC(=O)c2cc(OCC(=O)N3CCOCC3)ccc2O1,6,97,105,8,9,101,98,99,0.2,1,96
Cc1ccc(S(=O)(=O)N2CCN(C(=O)COc3ccc(C)nc3[N+](=O)[O-])CC2)c(C)c1,10,97,102,-31,17,98,94,98,1.0,7,105
O=C(COC(=O)CCN1C(=O)/C(=C\C=C\c2ccccc2)SC1=S)Nc1cc(F)ccc1F,8,92,88,-4,25,87,89,89,-1.6,-3,95
Cc1nn(-c2ccccc2)c(Cl)c1/C=N/NC(=O)C1COc2ccccc2O1 (centres undefined),13,99,107,.,12,102,102,102,1.3,11,98
O=C(N1CCOCC1)C12CC3CC(C1)CC(n1cnc(Cl)n1)(C3)C2,8,101,105,.,0,106,100,102,0.7,4,97
Cc1cc(NC(=O)CSc2cn(CCNC(=O)c3ccccc3)c3ccccc23)no1,6,100,98,.,2,101,98,98,0.9,4,100
CN(C)C(=O)CSc1nnc(C23CC4CC(CC(C4)C2)C3)o1,16,96,95,7,-1,96,95,99,1.0,7,99
O=C(NCc1ccco1)c1ccccc1-c1ccccc1,5,98,100,14,-13,102,97,100,0.0,0,98
CC(C)c1ccc(-c2nc(N3CCCCC3)[nH]c(=O)c2C#N)cc1,2,99,103,5,-29,100,99,102,0.2,1,102
Cc1ccc(OCC(=O)N2CCC(N3CCCCCC3)CC2)cc1,13,99,99,.,25,99,93,100,0.2,1,99
Cc1cnc(NC(=O)c2ccco2)s1,12,101,100,.,4,101,101,102,1.0,4,95
CCN(CCn1cccn1)C(=O)CC1C(=O)NCCN1CC1CCCCC1 (centres undefined),10,98,98,.,13,96,94,97,1.1,6,102
O=C(CCl)Nc1c[nH]c(=O)[nH]c1=O,7,99,97,5,6,101,98,96,0.1,0,96
Cc1ccccc1NC(=O)CSc1nnc(-c2ccccc2)n1-c1ccccc1,10,?,?,.,-11,?,?,?,1.1,1,?
N#C/C(=C1\CCCN1)c1ccc2ccccc2n1,7,105,104,.,-9,109,101,105,0.5,2,99
CN(C)Cc1ccccc1Sc1ccc(Br)cc1,2,100,104,.,3,102,103,102,0.2,0,96
COc1cccc(C(=O)C2CN(c3ccccc3)CC2c2ccc(Cl)cc2)c1 (centres undefined),11,102,98,.,11,96,97,99,0.2,2,97
CC(=O)Nc1cccc(NC(=O)CSc2ncc(-c3ccccc3)[nH]2)c1,11,97,99,12,17,99,98,97,0.3,0,91
CCOc1ccc(S(=O)(=O)n2nnc3ccccc32)cc1C(C)C,5,97,96,.,19,95,93,95,0.2,0,97
COc1cc(C2Sc3ccccc3NC3=C2C(=O)OC3)cc(OC)c1OC (centres undefined),8,99,102,4,8,97,99,100,0.3,1,104
COc1cc(/C=N/n2cnnc2)ccc1OC(=O)c1ccncc1,11,101,106,.,-2,102,98,104,3.9,36,103
CC1CCN(c2nc3ccccc3nc2N2CCC(C)CC2)CC1,8,104,104,.,4,105,101,104,0.1,3,104
CCOC(=O)Nc1oc2ccccc2c(=O)c1C,7,99,102,-31,12,101,102,101,0.2,6,94
O=C(Nc1cccnc1)c1cccs1,10,100,98,.,6,99,96,98,1.3,9,96
COC(=O)c1c(NC(=O)CN2CCN(c3ccccc3)CC2)c2c(C)cccc2n1C,12,100,106,-17,-10,104,99,101,2.0,13,102
CC(=O)NS(=O)(=O)c1ccc(NC(=O)c2cccc(S(=O)(=O)N3CCc4ccccc43)c2)cc1,13,103,101,-3,10,96,100,101,-0.5,-2,108
O=C(NNC(=O)c1cccc2ccccc12)c1ccc(-c2ccccc2)cc1,6,100,105,-3,19,103,100,101,-0.3,-5,102
Cc1ccc(CNC(=O)CCCC(=O)O)cc1,35,101,103,-1,2,100,99,100,0.3,2,98
O=C(COC(=O)c1cc(Br)c(Br)s1)NCCC1=CCCCC1,11,90,93,.,7,93,91,93,-0.4,1,99
O=C1/C(=C/c2ccco2)N=C(N2CCCCC2)N1c1ccccc1,12,94,100,13,-5,99,94,97,0.6,3,97
C=CCn1c(C)cc(C2=NNC(=NC(C)(C)C)SC2)c1C,5,98,102,-16,29,98,98,98,0.6,5,99
CC1(C)CC(=O)c2sc(NC(=O)CN3C(=O)CCC3=O)nc2C1,6,97,99,.,-20,96,95,96,0.5,1,97
N#C/C(=C/c1ccc(N2CCCCC2)o1)C(=O)Nc1ccc2ccccc2c1,111*,?,?,14,17,?,?,?,134*,+,?
O=C(Nc1ccccc1)c1cc(S(=O)(=O)N2CCSCC2)ccc1Cl,15,100,104,-18,14,100,100,101,0.9,1,99
CCCn1c2ccccc2c2nnc(SCC(=O)Nc3cc(C)on3)nc21,14,99,106,-13,4,101,99,102,1.0,2,98
CC(OC(=O)c1cc2sccc2n1C)C(=O)NCc1ccc2c(c1)OCO2 (centres undefined),7,97,99,.,22,98,95,98,0.1,1,97
CCCn1c(SCC(=O)N2CCCCC2)nnc1-c1ccccn1,26,94,101,7,11,97,97,97,0.3,0,94
CC1(C)Cc2c(C#N)c(N3CCN(C(=O)c4ccco4)CC3)nc(Cc3ccccc3)c2CO1,10,99,101,.,-14,100,98,100,0.2,-6,100
CCc1c(C)nc(SCCOc2ccc(OC(C)C)cc2)[nH]c1=O,11,96,99,2,31,99,97,97,0.3,7,97
COCCCNC(=O)c1cc(S(=O)(=O)N2CCOCC2)ccc1SCc1cccc(OC)c1OC,10,101,102,.,4,98,95,99,2.4,4,108
O=C(NC1CCCCCC1)c1nnc(Cc2ccc(Cl)cc2)o1,5,100,104,.,-2,102,99,101,2.4,19,98
C/C(=N\NC(=O)c1cccc(N/N=C(\C)c2ccccc2)c1)c1ccccc1,8,97,105,-21,24,100,96,98,-1.7,-9,95
COc1ccc(C(c2nnnn2C(C)(C)C)N2CCN(C)CC2)cc1OC (centres undefined),25,101,103,-9,29,101,98,99,0.6,8,101
Cc1ccc(-c2nnn(CC(=O)N(CCN3CCOCC3)C(C(=O)NC(C)(C)C)c3ccco3)n2)cc1 (centres undefined),11,99,100,7,15,100,96,98,0.8,2,96
Cc1ccccc1OCC(=O)OC(C(=O)c1ccccc1)c1ccccc1 (centres undefined),19,100,104,.,4,97,101,101,-0.7,-3,101
CN(C)c1ccc(NC(=O)CSc2nc(N)c(C(=O)Nc3ccc(N(C)C)cc3)s2)cc1,12,104,102,.,73*,107,101,104,-0.6,-1,97
CCCn1nnnc1NCc1ccc(F)cc1,14,102,104,19,-5,99,99,100,0.0,0,106
CO/N=C(\C(=O)N[C@@H]1C(=O)N2C(C(=O)O)=C(COC(N)=O)CS[C@H]12)c1ccco1,8,102,100,.,0,99,98,101,-0.7,-2,101
CC(=O)Nc1cc2c(cc1NC(=O)Cn1nnc(-c3ccc(C)o3)n1)OCCO2,11,96,102,9,12,99,96,97,0.0,0,102
O=C1C=C(c2ccccc2)C(O)(c2ccccc2)C1 (centres undefined),9,100,102,-18,3,101,101,102,0.6,4,99
CC(C)C[C@H](NC(=O)c1ccc(OC2CCN(C(=O)C3CC3)CC2)cc1)C(N)=O,1,95,98,-8,-1,97,96,98,0.9,9,95
COc1ccc(/C=N/NC(=S)Nc2cccc(C(=O)O)c2)cc1,22,?,?,-9,-9,?,?,?,-0.4,-1,?
CC(C)Oc1ccc(/C=N/NC(=O)c2ccc(N(Cc3ccccc3)S(C)(=O)=O)cc2)cc1,4,74*,74*,16,-7,84,85,84,-0.2,-2,87
COc1cc([N+](=O)[O-])ccc1NC(=O)CCCOc1cccc(C)c1,16,99,98,.,5,98,94,100,-0.1,0,104

# Next section
SMILES,Avidin bead fluor,Rab2A wt mod,Rac1 wt GTP bind,Pf gamet viab,Mcl1 Noxa PPI,Cdc42 wt,Rac1 mut GTP,HRas wt GTP,ABCB1 inh,ABCG2 block,Rab7 wt GTP bind
COc1ccc(N2C(=O)CCC(C(=O)Nc3cccc(C)n3)C2c2ccc(OC)c(OC)c2)cc1 (centres undefined),10,99,99,.,7,101,97,98,1.0,4,97
Cc1ccc2oc(=O)c3cnn(CC(=O)NCCCOC(C)C)c3c2c1,8,100,100,.,23,101,96,98,0.2,3,95
CC(C(=O)N=Nc1c(O)[nH]c2ccccc12)n1cnc2ccccc2c1=O (centres undefined),5,103,101,29,8,106,104,103,0.3,3,106
COc1ccc(-c2noc(CCC(=O)Nc3ccc(C)c(C)c3)n2)cc1,12,111,118,.,9,114,101,110,0.4,3,103
Cc1ccc(COC(=O)CCc2nc3ccccc3c(=O)[nH]2)cc1,2,98,100,.,9,99,100,100,0.6,11,105
COc1ccc(CCNC(=O)CN(CCc2ccccc2)S(C)(=O)=O)cc1,3,95,99,.,7,96,95,97,1.8,4,95
CCn1c(N2CCN(CC(=O)Nc3cccc(C)c3C)CC2)nc2ccccc21,3,97,100,.,0,97,99,98,0.5,2,98
O=c1c(/C=N/O)coc2ccc3ccccc3c12,9,98,109,-9,6,103,100,100,0.2,1,95

# High-throughput results as filed in PubChem.
